Bioassay records deposited in PubChem BioAssay by National Center for Advancing Translational Sciences (NCATS).
IDH1 R132H inh – inhibitors of human mutant IDH1 R132H. O75874. hit rate 0.093% among 390,000. IDH1-R132H enzyme, NADPH consumption, diaphorase/resazurin fluorescence. Potency, µM (highest dose often 76.6 µM), for the others: at the highest dose activity change, negative = inhibition, hits mostly inhibitors. AID 602179; note: % is set by controls: 0 for no effect and ±100 for the full control effect; nearly all actives have a fitted effect of over 65% in size
Target sequence (O75874 whole entry R132H, stated change not applied): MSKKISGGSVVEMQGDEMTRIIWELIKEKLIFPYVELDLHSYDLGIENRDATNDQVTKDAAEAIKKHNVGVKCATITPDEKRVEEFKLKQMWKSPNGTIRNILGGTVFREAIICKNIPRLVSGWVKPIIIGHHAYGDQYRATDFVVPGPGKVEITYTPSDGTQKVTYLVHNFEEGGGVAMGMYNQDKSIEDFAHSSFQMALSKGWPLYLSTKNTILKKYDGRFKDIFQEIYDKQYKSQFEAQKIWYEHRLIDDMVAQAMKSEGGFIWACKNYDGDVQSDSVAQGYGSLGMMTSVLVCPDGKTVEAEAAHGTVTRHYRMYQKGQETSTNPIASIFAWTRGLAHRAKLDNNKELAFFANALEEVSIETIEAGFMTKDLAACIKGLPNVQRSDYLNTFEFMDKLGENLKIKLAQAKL
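IDH1-R132H (0.5 ug/mL) preincubated 30 min with compound, then NADPH (0.016 mM) and alpha-KG (2 mM) added; 80 min at RT, pH 7.5. Remaining NADPH coupled via diaphorase/resazurin to fluorescence (540/590 nm); concentration-response curves normalized to no-enzyme control.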
Vif-APOBEC3F blk – Vif-A3F binding inhibition; hit rate 0.2% among 390,000; HeLa A3F-eYFP + Vif (tagged APOBEC3F with the HIV-1 protein that degrades it), YFP fluorescence increase; AID 602313; Potency, µM (top dose mostly 46.1 µM), for the others: top-dose activity, negative = active; note: % of control where 0% means no effect; nearly all actives have a fitted effect of over 65% in size
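Fluorescence increase (Ex 488/Em 500-530) after overnight compound treatment at 37 deg C flags inhibition of Vif-driven A3F-eYFP loss in stable HeLa A3F-eYFP/Vif cells seeded overnight beforehand.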
RXFP1 ag – RXFP1 (human) receptor agonism; Q9HBX9; hit rate 0.3% among 370,000; Potency, µM (top dose mostly 57.5 µM), for inactives: top-dose activation, most hits filed as activators; HEK293T-RXFP1 cAMP TR-FRET, 30 min; response scale: percent of porcine relaxin response, buffer zero; note: % is set by controls: 0 for no effect and ±100 for the full control effect; nearly all actives have a fitted effect of over 60% in size; many of its hits are not listed in these tables
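HEK293T cells stably expressing RXFP1 were pretreated with the PDE4 inhibitor Ro 20174, exposed to compounds for 30 min at 37C, lysed, and cAMP was read by TR-FRET. Data normalized to buffer (basal) and 29 nM porcine relaxin (100%).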
USP1-UAF1 inh – blocks the human USP1/UAF1 deubiquitinase complex; O94782; recombinant USP1/UAF1, Ub-Rhodamine cleavage fluorescence; Potency, µM (doses to about 57.1 µM), for inactives: at the top dose activity change, negative = inhibition, actives largely listed as inhibitors; hit rate 0.23% among 390,000; AID 743255; note: % is set by controls: 0 for no effect and ±100 for the full control effect; nearly all actives have a fitted effect of over 60% in size; inactives centre near -12
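USP1/UAF1 complex at 1 nM was preincubated with compound for 15 min at room temperature, then Ub-Rho substrate (150nM final) was added. Fluorescence (480/540 nm) was read kinetically, 6 reads every 60 seconds.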
Vif-A3G inh – blocks the Vif interaction with human APOBEC3G; HeLa A3G-eYFP + Vif (tagged APOBEC3G with the HIV-1 protein that degrades it), YFP fluorescence, overnight; Potency, µM (titrated, usually from 46.1 µM), for inactives: at the top dose activity, negative = active, most hits filed as inhibitors; Q9HC16; hit rate 0.076% among 410,000;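 note: % is set by controls: 0 for no effect and ±100 for the full control effect; nearly all actives have a fitted effect of over 60% in size; hits raise eYFP signal because A3G escapes Vif-driven loss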
Target sequence (Q9HC16 whole entry, looked up): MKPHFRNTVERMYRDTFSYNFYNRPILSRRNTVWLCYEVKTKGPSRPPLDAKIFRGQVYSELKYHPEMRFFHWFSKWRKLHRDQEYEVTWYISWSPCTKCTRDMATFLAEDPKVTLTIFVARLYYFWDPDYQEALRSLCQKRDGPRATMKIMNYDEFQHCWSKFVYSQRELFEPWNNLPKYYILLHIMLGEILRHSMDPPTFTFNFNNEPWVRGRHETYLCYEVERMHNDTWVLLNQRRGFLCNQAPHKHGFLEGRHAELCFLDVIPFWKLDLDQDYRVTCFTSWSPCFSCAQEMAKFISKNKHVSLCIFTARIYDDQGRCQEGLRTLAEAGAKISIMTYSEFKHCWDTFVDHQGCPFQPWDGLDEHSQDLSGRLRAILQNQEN
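Read-out is eYFP fluorescence (Ex 488/Em 500-530) from Vif-expressing HeLa A3G-eYFP cells; more signal means A3G escaped Vif-mediated degradation. Cells plated overnight, compound pinned in, incubated overnight at 37 deg C.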
rTrxR1 inhibitor – rat TrxR1 inhibition. hit rate 1% among 390,000. Potency, µM (highest dose often 114 µM), inactives show at the top dose activity change, negative = inhibition, most hits filed as inhibitors. AID 588453. recombinant rTrxR1, NADPH fluorescence consumption, selenite substrate. O89049; note: % is set by controls: 0 for no effect and ±100 for the full control effect; nearly all actives have a fitted effect of over 65% in size
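Rat TrxR1 (90 nM in the dispensed reagent) was pre-reduced with 400 uM NADPH for 5 min at room temperature, then incubated with compound for 15 min. After 400 uM selenite was added, NADPH fluorescence (Ex 340/Em 450 nm) was followed for 8 min.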
TrxR1 substrate – is turned over as a substrate by rat TrxR1; purified TrxR1 substrate turnover, NADPH consumption readout; Potency, µM (top dose mostly 114 µM), for the others: at the top dose activity change, negative = substrate turnover; hit rate 0.01% among 390,000; note: % is set by controls: 0 for no effect and ±100 for the full control effect; nearly all actives have a fitted effect of over 50% in size
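Rat TrxR1, dispensed at 90 nM, was prereduced with 400 uM NADPH (final) for 5 min at ~22 deg C, then incubated with compound 15 min before 400 uM selenite. A first-read NADPH fluorescence drop versus no-compound background flagged substrates.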
RGS4 inh – human RGS4 inhibition; P49798; Transcreener GDP fluorescence polarization, RGS4-accelerated GTP hydrolysis; Potency, µM (titrated, usually from 114 µM), without a hit: at the top dose activity change, negative = inhibition, actives largely listed as inhibitors; hit rate 0.039% among 390,000; AID 504845; note: % is set by controls: 0 for no effect and ±100 for the full control effect; nearly all actives have a fitted effect of over 75% in size; some results filed as inactive show a strong effect at the top dose
Target sequence (P49798 whole entry, looked up): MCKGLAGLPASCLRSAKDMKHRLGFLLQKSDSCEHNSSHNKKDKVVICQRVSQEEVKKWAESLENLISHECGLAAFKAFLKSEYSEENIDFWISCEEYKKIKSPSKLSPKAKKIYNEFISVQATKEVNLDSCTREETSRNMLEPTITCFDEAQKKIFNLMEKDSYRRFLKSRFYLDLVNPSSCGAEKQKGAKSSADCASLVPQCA
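MLSMR compounds (23 nl, pin-transferred) preincubated 10 min at room temperature with a 500nM (2x) first reagent, then RGS4 at 900nM (2x) plus Transcreener GDP mix added; fluorescence polarization (620/688 nm) read before and after 90 min at 30 °C.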
ALOX12 inh – blocks human arachidonate 12S-lipoxygenase. P18054. purified 12hLO, xylenol orange hydroperoxide absorbance. Potency, µM (top dose mostly 108 µM), inactives show at the highest dose activity change, negative = inhibition, most hits filed as inhibitors. hit rate 1.1% among 580,000; note: % is set by controls: 0 for no effect and ±100 for the full control effect
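Hydroperoxide product was detected by ferrous iron/xylenol orange as the 573 to 405 nm absorbance ratio. Arachidonic acid at 40 uM (final) was turned over for 30 min at room temperature by 150 nM human 12hLO, pH 7.0 Hepes buffer, after 15 min compound preincubation.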
An asterisk follows results filed as active; ? = inconclusive; . = no result given; & = joins results of further samples; [ ] = remark or other dose. Calls come from the whole dose curve; as a rule, active = well fitted curve in the direction sought with a large enough effect; inconclusive = small, poorly fitted or top-dose-only effect, or another doubt; inactive = no such curve, though single readings can be large; an effect the other way counts as inactive or inconclusive. Potency is the fitted concentration of half-maximal effect. This is a subset, so the mix of outcomes need not match the whole.

#1 Cc1[nH]c2ccccc2c1C(=O)C(=O)NCc1nnnn1-c1cccc(F)c1
#2 CCC(C(=O)OCC(=O)Nc1ccc(Cl)c(S(=O)(=O)N(C)C)c1)c1ccccc1 (stereo not given)
#3 CCOc1ccccc1NC(=O)NC1CCCc2ccccc21 (stereo not given)
#4 CCOc1ccc(C(=O)C2CCN(CC(=O)Nc3nccs3)CC2)cc1
#5 O=[N+]([O-])c1ccc(N2CCCC2)nc1
#6 CC(C)[C@@H](NC(=O)OC(C)(C)C)C(=O)NCC1CCC(C(=O)N[C@@H](Cc2ccccc2)C(=O)O)CC1 (stereo not given in full)
#7 Cc1ccc(N(Cc2ccccc2)C(=O)c2ccc(Cl)c(S(=O)(=O)N3CCOCC3)c2)cc1
#8 CC(NC(=O)c1cccnc1)c1ccc2c(c1)OCO2 (stereo not given)
#9 CC(C)(C)OC(=O)NC1CC2CCCC(C1)N2Cc1ccccc1 (stereo not given)
#10 Brc1ccc(OCc2nc(-c3ccccn3)n[nH]2)cc1
assay / compound,1,2,3,4,5,6,7,8,9,10
IDH1 R132H inh,13%,0%,0%,1%,15%,2%,4%,6%,2%,0%
Vif-APOBEC3F blk,-9%,-5%,8%,-7%,?,-9%,2%,-4%,-14%,2%
RXFP1 ag,.,-2.2%,1.2%,2.9%,-0.8%,-2.3%,1.8%,2.3%,-2.6%,0.7%
USP1-UAF1 inh,-21%,-16%,-15%,-21%,-25%,-16%,-24%,4%,-11%,-8%
Vif-A3G inh,1%,-3%,2%,-1%,-1%,0%,-2%,0%,1%,0%
rTrxR1 inhibitor,.,-10%[57.1 µM],-16%,12%,3%[57.1 µM],17%[57.1 µM],17%,-6%,21%[57.1 µM],25%[57.1 µM]
TrxR1 substrate,.,-9%[57.1 µM],-12%,0%,-2%[57.1 µM],4%[57.1 µM],0%,-10%,8%[57.1 µM],8%[57.1 µM]
RGS4 inh,.,-7%,2%,3%,-2%,-6%,-27%,-5%,10%,-7%
ALOX12 inh,-5%,18%,-2%,4%,0%,0%,4%,5%,13%,?

#11 COc1cc(C(=O)NCCNc2nc3c(C)c(C)ccc3cc2C#N)cc(OC)c1OC
#12 COc1ccc(C(=O)n2c(SC)nc3cc4c(cc32)OCCO4)cc1
#13 CC(Sc1nnc(-c2ccccc2Br)o1)C(=O)N1CCOCC1 (stereo not given)
#14 CC(C)n1cc(C(=O)NC2CC(C)(C)Cc3c2cnn3-c2ccccc2)cn1 (stereo not given)
#15 Brc1ccccc1OCCCCN1CCCCC1
#16 CC(C)(CNC(=O)c1ccc(S(=O)(=O)Nc2ccc(Cl)cc2)cc1)N1CCOCC1
#17 COc1ccc(S(=O)(=O)N(C)C[C@H]2Oc3c(NC(=O)Nc4c(C)noc4C)cccc3C(=O)N([C@@H](C)CO)C[C@H]2C)cc1
#18 N#Cc1c(NCc2ccccc2)ccnc1NCc1cccnc1
#19 CSc1ncc(C(=O)Nc2ccc(Cl)cc2)c(C)n1
#20 O=C1C(=O)N(c2ccccn2)C(c2cccc(F)c2)/C1=C(/O)c1ccccc1 (stereo not given)
assay / compound,11,12,13,14,15,16,17,18,19,20
IDH1 R132H inh,2%,11%,2%,-5%,1%,12%,0%,4%,10%,24%
Vif-APOBEC3F blk,-4%,-14%,2%,-1%,-4%,-16%,-1%,4%,-29%,2%
RXFP1 ag,14%,0.9%,2.5%,0.4%,0.9%,0.3%,.,2.5%,0.2%,24%
USP1-UAF1 inh,0%,-15%,-12%,-21%,-25%,-4%,-6%,-12%,-26%,-8%
Vif-A3G inh,0%,-3%,-1%,1%,1%,1%,-6%,0%,-7%,-1%
rTrxR1 inhibitor,4%,14%,19%,10%,-3%,2%,1%,6%[57.1 µM],9%,8%
TrxR1 substrate,11%,3%,2%,-1%,1%,-3%,1%,22%[57.1 µM],0%,8%
RGS4 inh,37%,18%,6%,-6%,-6%,37%,0%,-23%,-13%[56.9 µM],-14%
ALOX12 inh,4%,13%,-9%,2%,5%,-6%,-68%,0%,-30%,.

#21 CC1CCN(C(=O)CSc2nnc3ccccn23)CC1
#22 CCN1Cc2cccc(C(=O)Nc3ccc(F)cc3)c2C1=O
#23 COc1ccc(CCNC(=O)CSc2nc(O)c(CCC(C)C)c(=O)[nH]2)cc1OC
#24 COc1cccc(CN(C(=O)c2ccco2)C2CCS(=O)(=O)C2)c1 (stereo not given)
#25 COc1ccccc1Sc1nc(-c2ccccn2)ncc1OC
#26 CC(C)C(NC(=O)c1ccc(C(C)(C)C)cc1)C(=O)N1CCC(C(N)=O)CC1 (stereo not given)
#27 Cn1c(SCC(=O)c2ccccc2)ncc(C(=O)Nc2ccccc2)c1=O
#28 CC(OC(=O)[C@@H](NS(=O)(=O)c1ccccc1)C(C)C)C(=O)c1c(N)n(C)c(=O)n(C)c1=O (stereo not given in full)
#29 O=C(NC1CCN(C(=O)NCc2ccccc2)CC1)c1ccco1
#30 CN(C)S(=O)(=O)c1cccc(-c2cn3ccccc3n2)c1
assay / compound,21,22,23,24,25,26,27,28,29,30
IDH1 R132H inh,-22%,14%,2%,-6%,8%,6%,7%,-3%,2%,0%
Vif-APOBEC3F blk,-7%,5%,-8%,-5%,?,-1%,-7%,0%,-3%,0%
RXFP1 ag,.,-0.2%,1.1%,-1.6%,0.3%,0.6%,-1.3%,.,0.6%,2.4%
USP1-UAF1 inh,-5%,-17%,-9%,-6%,-21%,-4%,-1%,-20%,-11%,-2%
Vif-A3G inh,2%,1%,0%,0%,0%,0%,0%,2%,-14%,-10%
rTrxR1 inhibitor,30%,-1%,-5%,-6%,-5%,-4%,21%[11.4 µM],.,-2%,0%
TrxR1 substrate,24%,-4%,10%[57.1 µM],-6%,0%,-11%,14%[57.1 µM],.,3%,4%
RGS4 inh,0%,22%,4%,-1%,-18%,6%,5%,.,29%,-10%
ALOX12 inh,8%,-5%,0%,3%,?,118%[activator],-9%,-5%,-20%,-1%

#31 CCCCNc1c(-c2ccc(-c3cccc(Cl)c3)cc2)nc2ccccn12
#32 NC(=O)c1cc2ccc(O)cc2oc1=NCc1ccccc1
#33 CC(C)(C)NC(=O)CN(C(=O)CS(=O)CC(=O)Nc1ccc(F)cc1)c1ccc(Cl)cc1 (stereo not given)
#34 Cn1cc(S(=O)(=O)c2ccc(Cl)cc2)c(=O)c2cc(F)c(N3CCCCCC3)cc21
#35 O=P(COCCCCCOCP(=O)(c1ccccc1)c1ccccc1)(c1ccccc1)c1ccccc1
#36 CCN1CCN(C(=O)CCCn2c(C)c3cnn(-c4ccccc4)c(=O)c3c2C)CC1
#37 CC1CCCCC12NC(=O)N(CC(=O)Nc1ccccc1-c1ccccc1)C2=O (stereo not given)
#38 O=C(COc1ccccc1-c1ccccc1)NCc1cccc(Cl)c1
#39 CCCc1cc(=O)oc2cc(C)cc(OCC(=O)NC3CC3)c12
#40 Cc1ccc(N/C(=C\C(=O)c2ccccc2)C(=O)O)cc1
#41 COc1ccc(C(=O)NNC(=S)NC(=O)c2ccc(OC)cc2)cc1
assay / compound,31,32,33,34,35,36,37,38,39,40,41
IDH1 R132H inh,-3%[38.3 µM],14%,2%,-6%,10%,-5%,2%,8%,-7%,-1%,11%
Vif-APOBEC3F blk,-8%,-10%,6%,2%,1%,-11%,2%,-25%,-2%,6%,3%
RXFP1 ag,7.7%,3.0%,2.8%,0.8%,-0.5%,1.6%,3.2%,1.2%,7.6%,1.3%,-0.5%
USP1-UAF1 inh,-14%,?,-13%,-4%,-10%,7%,-8%,-12%,-7%,1%,-11%
Vif-A3G inh,0%,0%,-1%,4%,0%,1%,-1%,-4%,0%,0%,-2%
rTrxR1 inhibitor,14%,64%[activator],9%,15%,9%,?,18%[11.4 µM],5%,29%,-9%[57.1 µM],-15%
TrxR1 substrate,23%,387%[activator],8%,2%,7%,-5%,10%[11.4 µM],-1%,111%[activator],4%[57.1 µM],1%
RGS4 inh,13%,12%,-8%,3%,-10%,-13%,1%,-34%,12%,-40%,-40%
ALOX12 inh,?,-24%,-15%,-22%,-14%,-10%,-8%,-6%,5%&-4%,?,?
